# FBPA coupling cs: inhibits coupling enzyme system, counter-screen for aldolase hits. AID 2472. 290,000 tested, 0.67% active. activity change, negative = inhibition, % at 58.2 µM, hits read low. coupling enzyme system counterscreen, AmpLite Red fluorescence; in the data active = activity change below about -30%; also: % is scaled to controls: 0 for no effect and ±100 for the full control effect
#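 Fluorescence at 525 nm excitation and 598 nm emission measured inhibition of the coupled detection system without aldolase. Compounds (at 57.5 uM final) were preincubated 10 min at room temperature with coupling enzyme reagent before a 20 min substrate/AmpLite Red step.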
# KCNH2 WT inh: inhibitors of human wildtype KCNH2 potassium channel; Q12809; U2OS, BacMam KCNH2, thallium flux FluxOr; active compounds read low; activity change, % at 1.84 µM; 340,000 tested, 0.37% active;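 active = maximum activity change below -70%; inconclusive = maximum activity change between -70% and -50%; inactive = maximum activity change above -50%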; also: % is scaled to controls: 0 for no effect and ±100 for the full control effect
#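 U2OS cells transduced with wild-type KCNH2 virus are loaded with FluxOr dye for 45 min, and thallium flux is measured in kinetic reads before and after stimulation buffer. Rate constants are normalized to DMSO controls.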
# TSHR antag: human thyrotropin receptor antagonism. TSHR-expressing cells, TSH-stimulated cAMP HTRF, 2 h; active compounds read low. 330,000 tested, 0.2% active. activity change, negative = inhibition, % at 11.5 µM. P16473;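 active = activity change below a set negative limit, meaning inhibition stronger than a set level, cut at about -70% in these data; inconclusive = activity change between two set negative limits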; also: % is scaled to controls: 0 for no effect and ±100 for the full control effect
#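 TSHR-expressing cells were treated with compounds, then stimulated with TSH at EC80 (4nM final) for 2 hours at 37 deg C. Cellular cAMP was measured by HTRF competition between lysate cAMP and cAMP-d2 for a cryptate-labelled anti-cAMP antibody.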
# GALK inh: inhibitors of human galactokinase; P51570; Purified GALK, Kinase-Glo residual ATP luminescence; Potency, µM (top dose mostly 57.5 µM), without a hit: at the top dose activity change, negative = inhibition, usual class: inhibitors; 270,000 tested, 0.007% active; AID 1868; also: potency is read from the fitted curve at half-maximal effect; % is scaled to controls: 0 for no effect and ±100 for the full control effect
#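 GALK at 5 nM final was combined with compound, 35 uM ATP and 100 uM galactose in HEPES pH8.0 with MgCl2 and DTT. The reaction ran one hour at room temperature before luminescent ATP detection.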
# Chronic BCR inh: chronic active BCR signaling inhibition; ABC-DLBCL IkBa-CBG/CBR reporter, luminescence ratio, 4 h; AID 493014; 340,000 tested, 0.05% active; Potency, µM (highest dose often 46.1 µM), for inactives: at the top dose ratio change, negative = lower green/red ratio, hits mostly inhibitors; active = well fitted inhibition curve with a large enough effect in the signal ratio, with a control signal flat, not every such curve was filed as active; inconclusive = small, poorly fitted or top-dose-only effect, or effect the other way, or a change in a side signal; the % refers to the signal ratio;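 also: potency is read from the fitted curve at half-maximal effect; plate controls were basal doxycycline-induced cells for no effect and cells given 10 µM MG132 for full effect; MG132 reads +100%, hits lower the ratio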
#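 Doxycycline induced both beetle luciferases in TMD8 lymphoma cells; IKK-driven degradation limits the IkappaBalpha-fused green signal, while red luminescence normalises for cell number and nonspecific effects. Compounds tested up to 46 uM, 4 hrs.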
# Giardia killer: Giardia lamblia killing; Giardia lamblia trophozoite viability; activity change, % at 7.66 µM, hits read low; 340,000 tested, 0.15% active; in the data active = activity change below about -80%; inconclusive = between about -30% and that limit;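 also: parasites exposed to compound for two days anaerobically before the ATP read; % is scaled to controls: 0 for no effect and ±100 for the full control effect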
#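 Each well holds 100 Giardia trophozoites and compound. After two days (48 hrs) at 37 deg C in anaerobic conditions, ATP is quantified by luminescence.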
# MLL CXXC-DNA inh: inhibitors of human MLL CXXC domain-DNA interaction. Q03164. Potency, µM (titrated, usually from 115 µM), for inactives: top-dose activity change, negative = inhibition, most hits filed as inhibitors. MLL-CXXC / FITC-HOXA9 DNA fluorescence polarization. 290,000 tested, 0.037% active; active = well fitted inhibition curve with a large enough effect in the polarisation, with a control signal flat, not every such curve was filed as active; inconclusive = small, poorly fitted or top-dose-only effect, or effect the other way, or a change in a side signal; inactive = no such curve, though single readings can be large or run the other way; the % refers to the polarisation; also: potency is read from the fitted curve at half-maximal effect
# Target sequence (Q03164 whole entry, looked up, the tested form may be a part): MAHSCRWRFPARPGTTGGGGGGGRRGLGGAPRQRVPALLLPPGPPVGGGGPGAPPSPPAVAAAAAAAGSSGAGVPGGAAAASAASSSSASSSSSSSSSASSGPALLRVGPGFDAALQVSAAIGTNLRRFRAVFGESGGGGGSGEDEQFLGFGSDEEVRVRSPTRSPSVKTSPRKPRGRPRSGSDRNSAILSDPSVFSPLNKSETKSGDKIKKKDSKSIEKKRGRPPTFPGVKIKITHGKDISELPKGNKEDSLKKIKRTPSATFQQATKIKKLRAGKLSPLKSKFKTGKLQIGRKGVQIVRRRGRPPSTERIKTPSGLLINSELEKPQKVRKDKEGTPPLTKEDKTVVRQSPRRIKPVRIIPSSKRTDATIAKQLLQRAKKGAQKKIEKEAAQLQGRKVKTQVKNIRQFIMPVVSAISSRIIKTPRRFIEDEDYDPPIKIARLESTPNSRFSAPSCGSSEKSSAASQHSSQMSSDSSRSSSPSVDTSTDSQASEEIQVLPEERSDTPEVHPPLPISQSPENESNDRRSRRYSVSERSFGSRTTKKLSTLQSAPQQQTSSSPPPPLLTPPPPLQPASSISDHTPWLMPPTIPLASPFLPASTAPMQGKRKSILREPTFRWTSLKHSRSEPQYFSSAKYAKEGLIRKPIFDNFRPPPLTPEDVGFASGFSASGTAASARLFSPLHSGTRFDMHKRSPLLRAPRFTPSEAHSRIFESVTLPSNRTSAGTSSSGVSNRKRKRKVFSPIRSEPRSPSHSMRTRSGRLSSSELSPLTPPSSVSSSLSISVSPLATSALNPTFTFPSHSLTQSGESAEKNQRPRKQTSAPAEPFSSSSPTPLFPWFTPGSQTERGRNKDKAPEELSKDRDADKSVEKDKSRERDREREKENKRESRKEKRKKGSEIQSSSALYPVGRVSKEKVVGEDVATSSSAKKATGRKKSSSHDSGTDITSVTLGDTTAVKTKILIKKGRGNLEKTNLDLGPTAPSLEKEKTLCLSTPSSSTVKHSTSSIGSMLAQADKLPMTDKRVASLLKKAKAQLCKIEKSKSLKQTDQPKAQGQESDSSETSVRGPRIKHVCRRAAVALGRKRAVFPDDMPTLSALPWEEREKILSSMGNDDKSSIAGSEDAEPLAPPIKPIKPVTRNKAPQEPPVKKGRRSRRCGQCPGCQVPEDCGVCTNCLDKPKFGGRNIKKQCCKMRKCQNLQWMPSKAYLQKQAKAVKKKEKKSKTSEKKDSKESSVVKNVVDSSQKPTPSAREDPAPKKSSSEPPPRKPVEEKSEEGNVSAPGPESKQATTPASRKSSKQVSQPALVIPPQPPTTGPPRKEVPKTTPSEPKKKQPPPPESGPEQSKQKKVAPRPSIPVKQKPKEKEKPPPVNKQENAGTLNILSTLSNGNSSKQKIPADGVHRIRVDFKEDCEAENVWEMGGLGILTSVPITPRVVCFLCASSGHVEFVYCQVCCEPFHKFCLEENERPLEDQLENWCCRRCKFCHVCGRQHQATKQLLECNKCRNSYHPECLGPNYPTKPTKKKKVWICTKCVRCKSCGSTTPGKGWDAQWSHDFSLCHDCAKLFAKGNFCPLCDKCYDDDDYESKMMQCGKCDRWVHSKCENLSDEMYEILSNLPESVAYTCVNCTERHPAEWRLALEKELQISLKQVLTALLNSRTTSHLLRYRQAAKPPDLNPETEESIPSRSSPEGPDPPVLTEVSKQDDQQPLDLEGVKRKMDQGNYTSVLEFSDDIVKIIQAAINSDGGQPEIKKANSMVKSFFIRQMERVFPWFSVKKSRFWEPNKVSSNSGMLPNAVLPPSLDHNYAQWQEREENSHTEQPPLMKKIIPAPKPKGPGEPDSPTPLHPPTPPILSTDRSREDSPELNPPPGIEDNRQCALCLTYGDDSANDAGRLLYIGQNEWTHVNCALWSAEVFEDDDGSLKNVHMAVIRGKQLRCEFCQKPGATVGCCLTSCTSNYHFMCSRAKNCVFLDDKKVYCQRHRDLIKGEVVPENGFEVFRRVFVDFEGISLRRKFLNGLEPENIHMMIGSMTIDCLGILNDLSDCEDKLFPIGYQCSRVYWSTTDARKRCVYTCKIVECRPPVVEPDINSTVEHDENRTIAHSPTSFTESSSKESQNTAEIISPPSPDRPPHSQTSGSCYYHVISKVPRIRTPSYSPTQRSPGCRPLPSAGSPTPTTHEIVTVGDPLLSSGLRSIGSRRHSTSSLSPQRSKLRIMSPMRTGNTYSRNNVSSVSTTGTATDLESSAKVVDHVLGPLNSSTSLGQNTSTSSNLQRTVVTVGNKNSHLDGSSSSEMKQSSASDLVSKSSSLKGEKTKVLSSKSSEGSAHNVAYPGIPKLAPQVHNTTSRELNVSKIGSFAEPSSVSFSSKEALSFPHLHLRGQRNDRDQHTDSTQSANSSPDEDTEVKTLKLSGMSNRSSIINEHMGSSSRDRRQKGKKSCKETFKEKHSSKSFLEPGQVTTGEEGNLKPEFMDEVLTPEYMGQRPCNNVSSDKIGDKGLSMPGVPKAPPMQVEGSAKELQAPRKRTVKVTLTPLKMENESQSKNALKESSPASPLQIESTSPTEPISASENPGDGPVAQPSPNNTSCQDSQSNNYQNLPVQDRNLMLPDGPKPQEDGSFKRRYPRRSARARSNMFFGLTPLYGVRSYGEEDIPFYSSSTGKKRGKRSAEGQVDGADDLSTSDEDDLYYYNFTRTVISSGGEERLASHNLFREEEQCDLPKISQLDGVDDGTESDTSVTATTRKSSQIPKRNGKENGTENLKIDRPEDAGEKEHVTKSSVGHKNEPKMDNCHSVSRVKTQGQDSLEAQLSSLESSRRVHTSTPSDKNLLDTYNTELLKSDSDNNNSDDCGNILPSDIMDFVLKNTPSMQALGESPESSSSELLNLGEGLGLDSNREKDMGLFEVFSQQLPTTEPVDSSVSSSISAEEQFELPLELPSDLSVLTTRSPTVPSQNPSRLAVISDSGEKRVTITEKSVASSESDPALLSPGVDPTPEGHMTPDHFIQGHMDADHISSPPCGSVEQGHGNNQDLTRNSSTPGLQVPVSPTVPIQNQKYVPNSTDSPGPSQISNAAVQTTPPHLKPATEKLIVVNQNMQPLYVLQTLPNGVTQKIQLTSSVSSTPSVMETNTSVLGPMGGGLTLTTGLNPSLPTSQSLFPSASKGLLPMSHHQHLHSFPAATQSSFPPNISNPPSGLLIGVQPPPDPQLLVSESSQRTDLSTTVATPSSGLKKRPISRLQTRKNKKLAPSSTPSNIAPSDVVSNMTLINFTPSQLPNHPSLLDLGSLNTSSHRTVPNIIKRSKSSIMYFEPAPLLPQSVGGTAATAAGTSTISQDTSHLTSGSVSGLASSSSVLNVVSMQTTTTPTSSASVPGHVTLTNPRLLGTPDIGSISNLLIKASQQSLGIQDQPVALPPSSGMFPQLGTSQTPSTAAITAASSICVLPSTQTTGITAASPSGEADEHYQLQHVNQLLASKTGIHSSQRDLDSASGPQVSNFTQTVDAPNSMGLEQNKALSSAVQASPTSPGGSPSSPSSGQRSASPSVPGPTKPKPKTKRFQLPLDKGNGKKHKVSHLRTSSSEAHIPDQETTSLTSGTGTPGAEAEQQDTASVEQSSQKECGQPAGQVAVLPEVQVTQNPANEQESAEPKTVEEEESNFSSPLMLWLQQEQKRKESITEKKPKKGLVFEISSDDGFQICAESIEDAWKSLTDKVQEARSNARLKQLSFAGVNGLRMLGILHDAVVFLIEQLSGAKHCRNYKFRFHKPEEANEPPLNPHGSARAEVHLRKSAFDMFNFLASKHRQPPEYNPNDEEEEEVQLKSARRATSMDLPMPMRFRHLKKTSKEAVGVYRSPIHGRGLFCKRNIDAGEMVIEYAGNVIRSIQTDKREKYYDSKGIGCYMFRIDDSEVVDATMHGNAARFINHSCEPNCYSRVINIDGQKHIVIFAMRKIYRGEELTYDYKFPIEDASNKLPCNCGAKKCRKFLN
#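 Steps: dispense CXXC domain solution (7 uM) → pin compounds or unlabeled HOX-A9 DNA control → 5 min ambient → add FLSN-HOX-A9 solution (50 nM) → spin → 30 min ambient → fluorescence polarization. Tris pH 7.5/NaCl/DTT/BSA buffer.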
# Tb PFK inh: inhibitors of T. brucei phosphofructokinase; O15648; T. brucei PFK, ADP-Glo luminescence; Potency, µM (doses to about 57.5 µM), for inactives: top-dose activity, negative = inhibition, most hits filed as inhibitors; 330,000 tested, 0.17% active;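 also: potency is read from the fitted curve at half-maximal effect; 0% = uninhibited 1x PFK enzyme wells and -100% = no-enzyme wells; nearly all actives have a fitted effect of over 60% in size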
#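 Compounds were pin-transferred as a titration series up to 57 uM into substrate buffer (0.5 mM F6P, 0.1 mM ATP, pH 8.0), then 1.25 nM PFK was added and reactions ran 45 min before ADP-Glo detection.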
# TCR act: T cell receptor activation; AID 504894; Potency, µM (highest dose often 9.22 µM), for the others: at the top dose activation of IL-2 secretion, usual class: activators; primary human leukocytes, anti-CD3, IL-2 HTRF, 48 h; 330,000 tested, under 10 active; also: % of control where 0% means no effect
#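 Primary human leukocytes incubated 48 hr with anti-CD3 beads plus compound, without co-stimulation. Secreted IL-2 measured by HTRF (europium cryptate/d2 anti-IL-2 pair, 320 nm excitation, 665 nm emission).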
# AT treatment: candidate therapy for ataxia-telangiectasia; Potency, µM (titrated, usually from 57.5 µM), inactives show top-dose activation, actives largely listed as activators; AID 485349; […] A-T fibroblasts, KAP-1 phosphorylation AlphaLISA; neocarzinostatin DNA damage 30 min before lysis; 320,000 tested, 0.19% active; also: potency is read from the fitted curve at half-maximal effect; % of control where 0% means no effect; nearly all actives have a fitted effect of over 45% in size
#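 hTERT-immortalized A-T patient fibroblasts ([…]), 500 cells/well in OPTI-MEM, 1% FBS, got compounds for 60 min, then NCS for 30 min at 37C. Lysates were then assayed for phospho-KAP-1 by AlphaLISA (anti-pKAP1 donor, anti-KAP1 acceptor beads), 6 hr at 25C.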
# An asterisk follows results filed as active; ? = inconclusive; · = not tested or not shown; [ ] = another dose, or the depositor's remark. Unless noted, calls follow the shape of the dose curve; as a rule, active = well fitted curve in the direction sought with a large enough effect; inconclusive = small, poorly fitted or top-dose-only effect, or another doubt; inactive = no such curve, though single readings can be large; an effect the other way counts as inactive or inconclusive.
# A first look:
SMILES,FBPA coupling cs,KCNH2 WT inh,TSHR antag,GALK inh,Chronic BCR inh,Giardia killer,MLL CXXC-DNA inh,Tb PFK inh,TCR act,AT treatment
CC(=O)NCCC(=O)Nc1ccc(C)c(F)c1,1,-8,5,0%,8%,-1,-4%,-3%,2%,7%
COC(=O)COc1ccc(S(=O)(=O)NCc2ccccn2)cc1,0,2,16,6%,3%,1,-2%,-1%,-2%,1%
CNC[C@H](Cc1cccc2ccccc12)NC[C@H](CCSC)NCC1CCC(C(C)(C)C)CC1 (stereo partly drawn),·,·,-11,·,0%,·,·,4%,·,1%
CC1=C(C)CC(C(=O)NNC(=O)c2ccccc2)C(C(=O)O)C1 (stereo not drawn),-1,6,-5,-2%,?,-18,0%,1%,-2%,3%
COc1cccc(C(c2sc3nc(C)nn3c2O)N2CCC3(CC2)OCCO3)c1 (stereo not drawn),1,1,5,3%,2%,-4,-5%,-3%,3%[46.1 µM],2%
O=C(COC(=O)c1cc(S(=O)(=O)N2CCOCC2)ccc1O)Nc1ccc2c(c1)OCO2,·,0,·,·,-2%,-21,·,3%,1%,4%
COc1ccc(NC2=C(NCCO)C(=O)c3ccccc3C2=O)cc1,-43*,-8,-1,4%,0%,-19,11%,-1%,1%[46.1 µM],-2%
COc1ccc(-n2c(C)cc(/C=C3\C(=N)N4N=C(CC(=O)N5CCOCC5)SC4=NC3=O)c2C)cc1,·,-2,8,3%,12%,11,6%,-29%,-3%,?
CCn1cc(CN2CCC(n3nccc3NC(=O)c3ccc4c(c3)OCO4)CC2)c(C)n1,·,10,33,10%,-4%,4,5%,-1%,4%,6%

# Main list, from the first entry:
SMILES,FBPA coupling cs,KCNH2 WT inh,TSHR antag,GALK inh,Chronic BCR inh,Giardia killer,MLL CXXC-DNA inh,Tb PFK inh,TCR act,AT treatment
CC(=O)NCCC(=O)Nc1ccc(C)c(F)c1,1,-8,5,0%,8%,-1,-4%,-3%,2%,7%
COC(=O)COc1ccc(S(=O)(=O)NCc2ccccn2)cc1,0,2,16,6%,3%,1,-2%,-1%,-2%,1%
CNC[C@H](Cc1cccc2ccccc12)NC[C@H](CCSC)NCC1CCC(C(C)(C)C)CC1 (stereo partly drawn),·,·,-11,·,0%,·,·,4%,·,1%
CC1=C(C)CC(C(=O)NNC(=O)c2ccccc2)C(C(=O)O)C1 (stereo not drawn),-1,6,-5,-2%,?,-18,0%,1%,-2%,3%
COc1cccc(C(c2sc3nc(C)nn3c2O)N2CCC3(CC2)OCCO3)c1 (stereo not drawn),1,1,5,3%,2%,-4,-5%,-3%,3%[46.1 µM],2%
O=C(COC(=O)c1cc(S(=O)(=O)N2CCOCC2)ccc1O)Nc1ccc2c(c1)OCO2,·,0,·,·,-2%,-21,·,3%,1%,4%
COc1ccc(NC2=C(NCCO)C(=O)c3ccccc3C2=O)cc1,-43*,-8,-1,4%,0%,-19,11%,-1%,1%[46.1 µM],-2%
COc1ccc(-n2c(C)cc(/C=C3\C(=N)N4N=C(CC(=O)N5CCOCC5)SC4=NC3=O)c2C)cc1,·,-2,8,3%,12%,11,6%,-29%,-3%,?
CCn1cc(CN2CCC(n3nccc3NC(=O)c3ccc4c(c3)OCO4)CC2)c(C)n1,·,10,33,10%,-4%,4,5%,-1%,4%,6%
Cc1cccc(NC(=O)CSCC(=O)Nc2ccc(S(=O)(=O)N3CCCCC3)cc2)c1,·,-1,-7,·,-1%,7,·,2%,-6%,5%
CCCn1c(SCC(=O)Nc2cccc(C)n2)nnc1-c1ccco1,-2,0,5,-3%,?,1,-7%,4%,1%,-1%
O=C(CNC(=O)C1CCCCC1)OCC(=O)c1ccc(Cl)s1,1,0,6,0%,3%,0,-2%,-9%,-2%,-8%
CCOC(=O)N1CCN(C(=O)COc2ccc([N+](=O)[O-])cc2)CC1,2,-2,23,1%,5%,13,44%[activator],1%,1%,1%
Cc1ccc(-c2nc(N)sc2CC(=O)OCC(=O)NCC2CCCO2)cc1 (stereo not drawn),-6,4,25,1%,1%,-7,-5%,-2%,2%[46.1 µM],-2%
CCOc1ccccc1C(=O)Nc1ccc(-n2nncc2C(C)(C)C)cc1,0,-1,0,1%,-3%,-5,-1%,13%,1%,1%
CCC(CC)c1nc(NCCC(=O)O)c2ccccc2n1,-3,-9,-3,0%,?,16,-3%,0%,-18%,-5%
Oc1ccc(Cl)cc1C1=NNC(c2cc(Br)cc3c2OCOC3)C1 (stereo not drawn),-1,-3,-18,0%,15%,8,4%,6%,·,4%
CC1CCCCC1NC(=O)c1ccncc1 (stereo not drawn),4,-7,1,-2%,2%,-7,-2%,3%,-5%,4%
COc1cccc(Cn2cnc3c(NS(=O)(=O)c4cc(Cl)ccc4Cl)c(C)c(C)cc32)c1,1,-4,-1,0%,-12%,-7,4%,-2%,·,3%
CC(C)C(NC(=O)c1ccc2c(c1)OCO2)C(=O)N/N=C\c1ccco1 (stereo not drawn),1,4,-5,0%,-17%,2,-18%,3%[0.46 µM],1%,-3%
COCCNC(=O)c1ccc(Cl)c(Cl)c1,1,-19,-6,-1%,10%,-3,-2%,-7%,1%,1%
CCn1c(NCc2cccs2)nc2ccccc21,-4,-4,7,1%,4%,10,-5%,-2%,7%,-4%
O=[N+]([O-])c1ccc(OCn2cncn2)cc1,·,18,7,·,4%,16,·,-15%,-6%,15%
CCOC(=O)c1c(S(=O)(=O)NCC(=O)Nc2cccc(C)c2)c(C)n(C)c1C,·,1,25,-3%,1%,0,1%,12%,1%,-1%
C/C(CC(=O)NC1CCCC1)=N\NC(=O)c1ccc([N+](=O)[O-])c(Cl)c1,-2,1,9,3%,0%,-22,7%,-1%,0%[46.1 µM],-22%
Cc1c(Cl)cccc1N1CC(C)(C)C1=O,1,1,-3,1%,?,3,5%,1%,4%,5%
COc1ccc(CNC(=O)CSCc2c(F)cccc2Cl)cc1,-2,-8,-8,6%,?,-24,0%,-3%,5%,0%[11.5 µM]
Cn1c(=O)c2c(nc(OCc3ccc4c(c3)OCO4)n2Cc2ccccc2Cl)n(C)c1=O,0,-5,2,2%,-17%,9,4%,2%,4%,1%
CCc1cc(C(=O)N(C)CC(=O)Nc2c(Cl)cccc2Cl)sc1C,·,10,9,·,2%,-23,·,-1%,4%,-1%
CCN(CC)CCNC(=O)C1(O)c2cc(Br)ccc2NC(=O)N1c1c(F)cccc1F (stereo not drawn),0,1,-8,-2%,1%,6,15%,4%,3%,7%
COC(=O)c1ccc(Oc2nc(Nc3ccc(F)cc3)nc(N3CCCC3)n2)cc1,-1,11,6,-2%,12%,-2,-3%,0%,-2%,-6%
O=C(NN=C1CCC(=NNC(=O)c2ccccn2)CC1)c1ccccn1,0,21,1,9%,?,-13,?,-4%,10%,7%
CC(=O)c1ccc(NC(=O)COC(=O)Cn2cnc3ccccc32)cc1,·,11,·,·,-7%,-1,·,2%,6%,·
Cc1cc(Br)ccc1NC(=O)C1CSC2(C)CCC(=O)N12 (stereo not drawn),·,5,-10,·,-2%,6,·,-1%,-2%,-9%
CCOC(=O)C1(Cc2cccc(F)c2)CCN(Cc2ccc(COC)o2)CC1,-1,23,-8,1%,-7%,1,3%,4%,-2%,-12%
O=C(O)c1ccccc1P(=O)(c1ccccc1)c1ccccc1,8,-1,5,6%,2%,3,-5%,-1%,-5%,4%
Cc1ccc(NC(=S)NC(=O)c2sc3ccccc3c2Cl)c(C(=O)O)c1,2,·,-6,6%,?,·,?,28%,·,1%
CC(=O)c1ccc(NC(=O)C[n+]2ccc(N(C)C)cc2)cc1,1,14,7,-3%,-1%,8,2%,3%,1%,6%
COc1ccccc1NC(=O)CN1C(=O)C2(OCCCO2)c2ccccc21,5,-10,0,0%,-14%,-2,4%,-1%,-3%,1%
Cc1cc2cc(CN(Cc3nnnn3C3CCCCC3)CC3CCCO3)c(=O)[nH]c2cc1C (stereo not drawn),-6,8,-5,-2%,6%,3,-7%,-5%,·,-2%

# High-throughput results (PubChem BioAssay)
